KDM5B inhibitor: inhibitors of human KDM5B histone demethylase. Q9UGL1. 220,000 compounds, 2.6% hits. AID 1347165. KDM5B demethylase, FDH-coupled NADH fluorescence (FDH is formaldehyde dehydrogenase). Potency, µM (titrated, usually from 57.7 µM), for the others: at the top dose activity change, negative = inhibition, hits mostly inhibitors; active means well fitted inhibition curve with a large enough effect; inconclusive means small, poorly fitted or top-dose-only effect; inactive means no such curve, though single readings can be large or run the other way; further: 0% is about no effect; nearly all actives have a fitted effect of over 70% in size
Target sequence (Q9UGL1 whole entry, looked up): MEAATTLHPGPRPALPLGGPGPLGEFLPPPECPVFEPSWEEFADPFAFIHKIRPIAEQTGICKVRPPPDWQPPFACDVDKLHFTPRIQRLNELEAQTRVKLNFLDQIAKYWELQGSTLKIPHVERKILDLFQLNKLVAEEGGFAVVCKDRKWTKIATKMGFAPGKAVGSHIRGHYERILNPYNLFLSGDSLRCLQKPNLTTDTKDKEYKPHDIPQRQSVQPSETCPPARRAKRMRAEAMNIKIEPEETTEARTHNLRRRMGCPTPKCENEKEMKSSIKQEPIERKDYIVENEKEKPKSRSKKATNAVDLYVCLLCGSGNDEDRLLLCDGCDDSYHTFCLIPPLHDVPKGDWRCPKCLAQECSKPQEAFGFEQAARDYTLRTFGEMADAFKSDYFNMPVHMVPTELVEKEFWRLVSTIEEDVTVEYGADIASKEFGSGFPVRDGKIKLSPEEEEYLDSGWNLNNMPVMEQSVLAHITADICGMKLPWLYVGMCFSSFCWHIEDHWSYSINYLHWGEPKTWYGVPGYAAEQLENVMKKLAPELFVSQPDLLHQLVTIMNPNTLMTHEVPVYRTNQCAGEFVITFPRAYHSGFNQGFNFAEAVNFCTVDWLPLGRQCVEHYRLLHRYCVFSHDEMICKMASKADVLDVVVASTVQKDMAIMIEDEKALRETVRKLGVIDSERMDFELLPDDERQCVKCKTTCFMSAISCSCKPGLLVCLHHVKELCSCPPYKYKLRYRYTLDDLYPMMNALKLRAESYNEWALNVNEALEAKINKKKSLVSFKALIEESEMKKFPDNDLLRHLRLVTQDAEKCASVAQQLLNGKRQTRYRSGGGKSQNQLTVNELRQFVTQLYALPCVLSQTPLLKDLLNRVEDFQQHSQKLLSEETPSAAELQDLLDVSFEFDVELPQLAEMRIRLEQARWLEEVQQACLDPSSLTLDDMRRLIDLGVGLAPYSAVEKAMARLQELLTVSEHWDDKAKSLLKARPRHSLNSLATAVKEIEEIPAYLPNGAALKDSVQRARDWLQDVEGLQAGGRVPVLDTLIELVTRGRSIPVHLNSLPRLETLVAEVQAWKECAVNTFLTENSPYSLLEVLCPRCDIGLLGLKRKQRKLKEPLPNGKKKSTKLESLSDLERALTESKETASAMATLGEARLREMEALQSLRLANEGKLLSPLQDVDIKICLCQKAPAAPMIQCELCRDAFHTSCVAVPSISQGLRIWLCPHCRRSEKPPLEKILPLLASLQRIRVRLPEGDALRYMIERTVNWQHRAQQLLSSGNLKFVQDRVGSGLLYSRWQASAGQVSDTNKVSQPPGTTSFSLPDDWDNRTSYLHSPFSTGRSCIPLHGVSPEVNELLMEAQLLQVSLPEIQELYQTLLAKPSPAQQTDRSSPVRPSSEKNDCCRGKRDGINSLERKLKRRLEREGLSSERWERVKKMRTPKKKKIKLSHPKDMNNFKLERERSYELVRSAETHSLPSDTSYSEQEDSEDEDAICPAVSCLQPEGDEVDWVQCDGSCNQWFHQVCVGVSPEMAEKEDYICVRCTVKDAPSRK
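Inhibition is measured as reduced NADH fluorescence generation from FDH coupling to formaldehyde release. Truncated KDM5BΔAP at 200 nM final acts on H3K4me3 peptide (12.5 µM in substrate mix) in pH 7.5 HEPES buffer with Tween-20, 30 min, room temperature.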
* marks the source's active call; other numbers are inactive results; i = inactive; ? = inconclusive; [ ] = dose if it differs, or a comment. Potency means the concentration at half of the fitted maximal effect.

SMILES	KDM5B inhibitor
COc1ccc(-c2ccccc2NC(=O)C2CCCN(Cc3ccc(O)c(OC)c3)C2)cc1 (stereo not drawn)	-18%
CC1CCN(Cc2nnnn2CC(=O)N2CCN(c3ccccc3F)CC2)CC1	?
Cc1ccc(-c2nn3c(C(C)C)nnc3c3ccccc23)cc1S(=O)(=O)N(C)CCO	8%
COc1cccc(N2CCN(C(=O)C(CCSC)NS(=O)(=O)c3ccc4c(c3)oc(=O)n4C)CC2)c1 (stereo not drawn)	11%
Cc1ccc(NC(=O)CSc2ccc(N3CCC(C(=O)N4CCCCC4)CC3)nn2)cc1C	0%
Cc1cccc(NC(=O)C23CCC(C)(C(=O)C2)C3(C)C)c1C (stereo not drawn)	4%
O=C(c1cc(-c2ccco2)[nH]n1)N1CCN(c2ccccn2)CC1	25%
Cc1cc(C)n(-c2ncc3c(n2)N(C)CCOC3=O)n1	10%
CCCOC(=O)c1cc(-c2ccccc2)nc2ccccc12	-29%
Cc1csc(NC(=O)C(NC(=O)c2ccccc2F)C(C)C)n1 (stereo not drawn)	19%
Cc1nnc(C)c2c(C)n(N)c(C)c12	-22%
COc1ccc(C(=O)N2CCC(C(=O)N3CCCCCCNC(=O)CC3)CC2)cc1F	-13%
CC(C)CCN1CCC(Oc2ncccc2C(=O)N(C)C)CC1	-21%
O=C(CC1COCCN1C(=O)CCn1cccc1)NCc1ccccc1F (stereo not drawn)	3%
CN1C(=S)SC(C)(C)C1N(O)C=C1C=CC(=O)C=C1 (stereo not drawn)	-29%
Cc1cc(C)nc(NC2=NCC(=O)N2c2cc(Cl)cc(Cl)c2)n1	-15%
CCCS(=O)(=O)NCc1cccnc1Oc1cccc(C(F)(F)F)c1	-12%
COCCOc1cc(-c2noc([C@@H]3CCCN3Cc3ccncc3)n2)ccn1	35µM*
CC(C)n1nnnc1SCCS(=O)(=O)c1cc(Cl)ccc1Cl	6%
CCn1nc(C(=O)Nc2cc(Cl)ccc2Oc2ccc(OC)cc2)c2ccccc2c1=O	8%
Cc1cnc(C(=O)N2CC[C@H](CO)[C@H](N(C)C)C2)cn1	0%
CCOc1ccc(CCNC(=O)CN2C(=O)CCSc3ccccc32)cc1OCC	-6%
Cc1ccc(C(C)(C)C)cc1SC(C(N)=O)c1ccccc1 (stereo not drawn)	-12%
CN(C)S(=O)(=O)N1CCCC(Cn2c(C3CC3)nc3cccnc32)C1 (stereo not drawn)	27%
Cc1ccc(S(=O)(=O)NC2CC2)cc1C(=O)OCc1nc2ccccc2nc1C	-11%
CCC(=O)N1c2ccccc2NC2=C(C(=O)CC(C)(C)C2)C1c1ccc(OC)c(OC)c1 (stereo not drawn)	8%
COc1ccc2c(C)c(CC(=O)NCc3ccc4c(c3)OCO4)c(=O)oc2c1	?
CC1=C[C@@H](CO)[C@H](C(C)C)C[C@H]1CC(=O)NCc1cccnc1	14%[86.2 µM]
COCCn1c(C)cnc1CCNS(=O)(=O)c1c(C)nn(C)c1C	3%
CC(OC(=O)c1n[nH]c(=O)c2ccccc12)C(=O)Nc1c(F)cccc1F (stereo not drawn)	-4%
COc1ccc(C(=O)N2CCC(c3nn(-c4ccc(OC)cc4)c(=O)[nH]3)CC2)cc1	8%
Cc1ccc(Sc2ncccc2NC(=O)c2ccccc2Cl)cc1	-6%
CCC(C)NC(=O)C(=O)Nc1c2c(nn1-c1ccccc1)CS(=O)(=O)C2 (stereo not drawn)	-21%
FC(F)(F)c1cccc2c(N3CCC4(CCCN4Cc4ncc[nH]4)CC3)ccnc12	28µM*
O=C(Cn1ccc(=O)[nH]c1=O)NC(c1ccc(Cl)cc1)c1cccs1 (stereo not drawn)	21%
Cc1csc(NC(=O)c2nn(C(C)C)c(=O)c3ccccc23)n1	-9%
Cn1c(SCc2ccc(Br)cc2)nc2c([nH]c3ccccc32)c1=O	-19%
COCCNC(=O)[C@@H]1C[C@H](Oc2ccccc2)CN1C(=O)c1ocnc1C	-3%
O=C(Nc1ccc(F)cc1F)C1CCN(c2ncccn2)CC1	?
Cc1ccc(C2=CC(=O)CC(c3ccccc3)C2)cc1 (stereo not drawn)	2%
CCc1nc(C)cc(-c2cc(OC)c(OC)c(OC)c2)n1	25µM*
Cc1ccc2c(c1)N(C(=O)Nc1ccc(Br)cc1F)CCO2	?
NC(=O)c1ccccc1OC1CCC1	19%
CN(C)c1ccc(CNC(=O)c2nccnc2N)cn1	?
Cc1ccc(NC(=O)N2CCC(n3cnnc3C3CC3)C2)cc1 (stereo not drawn)	8%
Cc1ccc(OCC(=O)Nc2ccccc2C(=O)OCc2cc(=O)n3c(C)csc3n2)cc1	1%
COc1ccc(NC(=O)Cn2c(SCc3cc(C)ccc3C)nc3ccncc32)c(OC)c1OC	-27%
N#CCCn1c(SCC(=O)N(C2CCCCC2)C2CCS(=O)(=O)C2)nc2ccccc21 (stereo not drawn)	11%
CCN(CC)C(=O)[C@@H]1C[C@@H](N)CN1C(=O)CC1CCCC1	-19%
O=C(CSc1nnc(NC(=O)NC2CCCCC2)s1)Nc1ccccc1F	2%
Cc1ccc2oc(-c3cccc(NC(=O)c4ccc(C#N)cc4F)c3)nc2c1	11%
COc1ccccc1C1=NS(=O)(=O)N(C)C(C(=O)Nc2cccc(O)c2)=C1	-4%
O=C(c1ccc(Cl)cc1)N1CCC2(Cc3ccccc3NC2=O)C1 (stereo not drawn)	20%[86.2 µM]
CCNC(=O)N1C[C@@H]2OCC(=O)N(Cc3ccc(F)cc3)[C@@H]2C1	16%[86.2 µM]
CN(Cc1ccc(-c2ccc(Cl)cc2)o1)C(=O)CNC(=O)c1ccccc1	-16%
Cc1noc(C)c1S(=O)(=O)N1C[C@@H](Oc2cccnc2)C[C@H]1C(N)=O	-9%
C[C@@H]1CN(C(=O)c2cc(F)cc(C#N)c2)CC[C@@]1(O)C1CCOCC1	18%
Cc1ccc2c(c1)N(CC(=O)Nc1ccccc1C(F)(F)F)C(=O)c1cccnc1O2	?
CCCC(=O)Nc1ccc2oc(-c3ccc(OC)c(Cl)c3)nc2c1	?
COCCCn1c(SCC(=O)Nc2ccc(OC)cc2)nc2c(sc3ccccc32)c1=O	4%

Further entries
SMILES	KDM5B inhibitor
COc1ncccc1C(=O)N1CCCC(N2CCN(c3cccc(Cl)c3)CC2)C1 (stereo not drawn)	25%
O=C(CC1=C2CCCCC2NC1=O)NCC1CCN(Cc2cccc(F)c2)CC1 (stereo not drawn)	26%
Cn1cc(C(=O)Nc2ccc(Cl)c(Cl)c2)cn1	-2%
CCOc1ccc(-c2nc(C#N)c(NCc3ccc(Cl)cc3)o2)cc1	1%
N#Cc1nc(C2CC2)oc1N1CCN(Cc2c(F)cccc2Cl)CC1	12%
N#C/C(=C\c1ccc2c3c(cccc13)CC2)c1nc2ccccc2[nH]1	?
COCCN1CCC(C(=O)N2Cc3cnc(CC(C)C)nc3C2)CC1	?
Cc1ccccc1-c1cc(=O)c2cc(NC(=O)c3ccccc3F)ccc2o1	-28%
O=C(NC1CCN(c2cnn(CC3CC3)c(=O)c2)CC1)c1ccc2c(c1)OCO2	-5%
Cn1c(CC(=O)Nc2ccccc2)nnc1SCC(=O)c1ccc(C#N)cc1	-12%
Cc1cccc(N2CCN(C(=O)c3noc(-c4ccc[nH]c4=O)n3)CC2)c1	28µM*
Cc1ccc(-c2nc(SCC(=O)NCC3CCCO3)c(-c3ccc(C)cc3)[nH]2)cc1 (stereo not drawn)	6%
Cc1ccc(CC(=O)NCCc2ccccn2)cc1	-2%
COC(=O)c1ccc(NC(=O)Cn2c(=O)nc(-c3ccccc3)c3ccccc32)cc1	9%
Fc1ccc(-c2cc(-c3nc(-c4ccccc4)no3)[nH]n2)cc1	-11%
Cc1ccc(C(=O)n2nc(C)c(S(=O)(=O)N3CCCCCC3)c2C)cc1C	-3%
COc1ccc(-c2cc(C(F)(F)F)nc(SCC(=O)Nc3ccc(O)cc3)n2)cc1OC	?
COc1cccc(CSc2nc3n(n2)C(c2cccs2)C(C(=O)Nc2ccccc2C)=C(C)N3)c1 (stereo not drawn)	-20%
COc1ccccc1Nc1nn2c(=O)c3ccc(C(=O)Nc4ccc(F)cc4)cc3nc2s1	-7%
O=C(CN1CC2CC(C1)[C@H]1CCCC(=O)N1C2)NCC1CCCCC1 (stereo partly drawn)	-11%
Cc1cc(Cn2cc3c4c(cccc42)[C@H](CC(C)C)N[C@H](C(=O)NCc2cncn2C)C3)no1	-15%
CCOC(=O)c1[nH]c(C=O)c(CC)c1C	1%
Cc1cccc(C)c1OCCCn1c(CCNC(=O)C2CCCCC2)nc2ccccc21	14%
Cc1ccc(C)c(N2C(=O)N(Cc3cccc(C(F)(F)F)c3)c3ccccc3S2(=O)=O)c1	-26%
COCCNC(=O)c1cc(-c2ccc(OC)cc2)nc2c1c(C1CCNC1)nn2C (stereo not drawn)	?
Cc1ccc(C(=O)N2C[C@@H](CO)[C@H](c3nc(C4CC4)no3)C2)nc1	-9%
Cc1cccc(-c2nc(SCc3cc(=O)c4cccc(F)c4[nH]3)n[nH]2)c1	-3%
Cc1cc(SCC(NC(=O)c2ccccc2)C(=O)O)c2cc(Br)ccc2n1 (stereo not drawn)	-12%
COCC(=O)N[C@H]1CCN2C(=O)c3cc(-c4ccc(F)cc4F)ccc3NC(=O)[C@@H]2C1	-23%[86.2 µM]
Cc1ccccc1Cn1c(=O)n(CCCCC(=O)NCCc2ccccc2)c(=O)c2ccccc21	-11%

Some of these compounds in order of the KDM5B inhibitor value, low to high.
SMILES	KDM5B inhibitor
Cc1cc(Cn2cc3c4c(cccc42)[C@H](CC(C)C)N[C@H](C(=O)NCc2cncn2C)C3)no1	-15%
Cn1c(CC(=O)Nc2ccccc2)nnc1SCC(=O)c1ccc(C#N)cc1	-12%
Cc1ccccc1Cn1c(=O)n(CCCCC(=O)NCCc2ccccc2)c(=O)c2ccccc21	-11%
COc1ccccc1Nc1nn2c(=O)c3ccc(C(=O)Nc4ccc(F)cc4)cc3nc2s1	-7%
Cc1ccc(C(=O)n2nc(C)c(S(=O)(=O)N3CCCCCC3)c2C)cc1C	-3%
Cc1cccc(C)c1OCCCn1c(CCNC(=O)C2CCCCC2)nc2ccccc21	14%
O=C(CC1=C2CCCCC2NC1=O)NCC1CCN(Cc2cccc(F)c2)CC1 (stereo not drawn)	26%

Other structures follow:
SMILES	KDM5B inhibitor
CCCCCc1ccc(-c2ccc(CCC)cc2)nc1	28%
COCCNC(=O)CN1CCCc2nc(C3CC3)ncc2C1=O	-13%
Cc1nn(CCS(=O)(=O)c2ccc(Cl)cc2)c(C)c1Br	9%
CCOc1ccc(C(=O)N2[C@@H]3CC[C@H]2CC(NC(=O)c2ccncc2)C3)cc1OCC (stereo partly drawn)	0%
COC(CNC(=O)c1ccc2c3c(onc13)-c1ccccc1C2=O)OC	?
COC(=O)Cc1csc(NC(=O)Cc2c(C)c3cc(Cl)c(O)cc3oc2=O)n1	i
CC(C)NC(=O)CCc1nnc(-c2cccc(OC(C)C)c2)[nH]c1=O	-27%
COc1cccc([S+](=O)([O-])N2CCc3nc(C)nc(-c4ccc(Cl)cc4)c3C2)c1	15%
COc1ccc(C(=O)N2CCC3(CN[S+](=O)([O-])c4cccnc4O3)C2)cc1 (stereo not drawn)	13%[115 µM]
COc1ccc(C(=O)Nc2ccc3oc(-c4ccc(F)cc4Cl)nc3c2)cc1	-2%
CCNc1c(NC(=O)NCC2CCCO2)c(=O)oc2ccccc12 (stereo not drawn)	23%
CCOC(=O)CSc1nc(C)c2ccc(C)cc2n1	7%
O=C1[C@@H]2C[C@@H](O)CN2C2(CN(Cc3ccccc3)C2)C(=O)N1Cc1ccccc1Cl	-28%[86.2 µM]
Clc1ccccc1CNc1nc2ccccc2c2nc(-c3ccccc3)nn12	-22%
CN1CCN(C(=O)CSCc2ccccc2Cl)[C@H]2CS(=O)(=O)C[C@H]21	-20%
CC(=O)c1cccc(NC(=O)COC(=O)c2ccccn2)c1	16%
CCc1csc(CNC(=O)c2ccc(N3CCN(C)C(C)C3)nc2)n1 (stereo not drawn)	?
CCS(=O)(=O)N(C1CC1)C1CCOC2(CCN(C(=O)Cc3cccc(C)c3)CC2)C1 (stereo not drawn)	27%
CC(C)(C)C(=O)COC(=O)c1ccccc1Cl	25%
Cc1ccc(NC(=O)C(C)Sc2ccc(C(F)(F)F)cn2)cc1 (stereo not drawn)	10%
COc1ccc(-c2nc(S(=O)(=O)c3ccccc3)c(N3CCC(C)CC3)o2)cc1	-19%[11.5 µM]
COc1ccc(NC(=O)c2ncoc2-c2ccc(C)o2)c(OC)c1	0%
O=S(=O)(CC(O)CS(=O)(=O)c1ccc(Cl)cc1)c1ccccc1 (stereo not drawn)	18%
C=CCNC(=O)N[C@H]1[C@H](O)[C@@H](N2CCC(Cc3ccccc3)CC2)[C@@H]2OC[C@H]1O2	?
CCN(CC)S(=O)(=O)c1ccc(C(C)NCc2sccc2C)cc1 (stereo not drawn)	9%
Cn1c(C(=O)N2CCNc3cnc(Nc4ccccc4)nc3C2)cc2ccccc21	i
COc1cc2[nH]c(C(=O)NCC3CCCO3)cc2c(OC)c1OC (stereo not drawn)	?
CCc1cc(=O)n(CC(=O)Nc2cccc(C#N)c2)c(N2CCOCC2)n1	10%

Assay outcomes: PubChem BioAssay, National Center for Advancing Translational Sciences (NCATS)

These rows are one share of the data; the hit share may differ from the screen's.
